NSD2 inh – NSD2 (human) methyltransferase inhibition. O96028. 310,000 tested, 0.54% active. inhibition, % at 12.5 µM. AID 743445. NSD2 peptide methylation, AlphaScreen, 120 min; in the data active = inhibition above about 50%
PvdQ inh – P. aeruginosa PvdQ acylase inhibition; AID 488965; inhibition, % at 10 µM; purified PvdQ acylase, fluorescence plate reader; 340,000 tested, 0.063% active; in the data active = inhibition above about 30%, passing the limit was not always enough; inconclusive = no clear call, values can overlap the other calls;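 also: 0% = vehicle neutral wells and 100% = reference inhibitor wells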
Keap1 Nrf2 FP – disrupts human Keap1 binding to Nrf2 peptide; inhibition, % at 9.4 µM; AID 504523; 340,000 tested, 0.15% active; Keap1 Kelch-Nrf2 peptide fluorescence polarization, 1536-well; in the data active = inhibition above about 12%; inconclusive = no clear call, values can overlap the other calls; inactive = below about 7.3%;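 also: human Keap1 Kelch domain with fluorescein labeled Nrf2 9mer peptide probe; 0% = neutral control wells and 100% = peptide positive control; higher means more block of Keap1 binding to Nrf2 peptide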
SR-BI DiI inh – mouse SR-BI HDL lipid transfer inhibition | 320,000 tested, 0.96% active | inhibition, % at 12.5 µM | Q61009 | ldlA[mSR-BI] CHO cells, DiI-HDL uptake fluorescence, 3 h;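 active = mean replicate inhibition of at least 70% and a set share of replicates each scoring 70 or more; inconclusive = meets just one of the two criteria; inactive = fails both criteria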;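 also: 0% = median of neutral control wells and 100% = median of positive control wells; values of inactives mirror those of a sister screen read the other way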
Target sequence (Q61009 whole entry, looked up): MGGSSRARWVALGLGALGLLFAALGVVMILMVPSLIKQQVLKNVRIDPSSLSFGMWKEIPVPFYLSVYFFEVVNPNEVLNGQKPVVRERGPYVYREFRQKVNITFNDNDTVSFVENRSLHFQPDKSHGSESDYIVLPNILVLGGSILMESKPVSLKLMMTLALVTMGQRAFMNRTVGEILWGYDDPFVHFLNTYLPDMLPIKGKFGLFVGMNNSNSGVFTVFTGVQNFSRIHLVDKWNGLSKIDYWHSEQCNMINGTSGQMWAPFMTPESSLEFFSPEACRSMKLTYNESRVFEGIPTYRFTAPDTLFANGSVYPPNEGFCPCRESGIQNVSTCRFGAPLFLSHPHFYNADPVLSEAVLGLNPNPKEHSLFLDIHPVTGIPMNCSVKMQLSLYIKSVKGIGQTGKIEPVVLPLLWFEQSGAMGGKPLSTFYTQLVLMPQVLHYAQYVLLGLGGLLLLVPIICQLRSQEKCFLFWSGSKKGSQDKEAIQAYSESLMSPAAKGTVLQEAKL
C-LANA FP – inhibitors of KSHV LANA C-terminal domain DNA binding. MBP-C-LANA/FAM-LBS DNA binding, fluorescence polarization. inhibition, % at 9 µM. 340,000 tested, 0.078% active. AID 504423;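 active = highest replicate inhibition at or above 60% at 9 µM, even if other replicates fall short; inactive = all replicates below 60% inhibition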;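 also: 0% = neutral control wells and 100% = 4 µM acridine orange control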
SR-BI DiI-HDL act – SR-BI HDL lipid transfer activation. AID 504775. CHO ldlA[mSR-BI] cells, DiI-HDL uptake fluorescence, 3 h; 100 = double the neutral-control signal. 320,000 tested, 0.096% active. activation, % at 12.5 µM;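 active = mean replicate activation of at least 60% and every replicate at or above 60%; inconclusive = mean or all-replicate condition met, but not both; inactive = mean below 60% and not all replicates reaching 60%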;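 also: 0% = median plate neutral-control signal and 100% = twice that signal; values of inactives mirror those of a sister screen read the other way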
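System: CHO ldlA[mSR-BI] cells / Medium: HEPES-buffered (25 mM, pH 7.4) F12 plus 0.5% BSA / Probe or stimulus: labelled HDL, 10 µg/mL / Doses: single compound concentration, delivered by pin transfer / Schedule: 3 h, 37 °C / Measured by: DiI fluorescence, bottom read / Measure: cell-associated DiI fluorescence as measure of HDL uptake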
Arr AP2 block – blocks beta-arrestin peptide binding to AP2 adaptin. FITC-arrestin peptide / GST-AP2 beads, flow cytometry; AP2 beta2 appendage carries R879A mutation. inhibition, % at 10 µM. 340,000 tested, 0.31% active. AID 504490;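 active = inhibition above a set limit, near 3 SD of compounds lacking own fluorescence, cut at about 54% in these data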;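 also: plate controls were DMSO wells for no effect and 5 µM unlabelled arrestin peptide for full effect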
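test system = AP2 appendage R879A on GSH beads | buffer or medium = PBS plus Tween 20 (0.05%) and BSA (0.1%) | incubation = 12 min plus 1 h, RT | detection = bead flow cytometry, FITC channel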
PKA-R2B act – activators of human PKA-R2B complex | 340,000 tested, 0.079% active | P22694+P31323 | PKA-R2B holoenzyme dissociation, Cy5-IP20 fluorescence polarization; R2B truncated from residue 108, S112A mutant; 0% DMSO only, 100% 113 µM cGMP | activation, % at 11.4 µM;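 active = activation above a cutoff set at the mean over all compounds plus 3 SD, cut at about 18% in these data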;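 also: higher means more holoenzyme dissociation and a rise in polarization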
Target sequence (P31323 whole entry, looked up, other chains not shown, the tested form may be a part): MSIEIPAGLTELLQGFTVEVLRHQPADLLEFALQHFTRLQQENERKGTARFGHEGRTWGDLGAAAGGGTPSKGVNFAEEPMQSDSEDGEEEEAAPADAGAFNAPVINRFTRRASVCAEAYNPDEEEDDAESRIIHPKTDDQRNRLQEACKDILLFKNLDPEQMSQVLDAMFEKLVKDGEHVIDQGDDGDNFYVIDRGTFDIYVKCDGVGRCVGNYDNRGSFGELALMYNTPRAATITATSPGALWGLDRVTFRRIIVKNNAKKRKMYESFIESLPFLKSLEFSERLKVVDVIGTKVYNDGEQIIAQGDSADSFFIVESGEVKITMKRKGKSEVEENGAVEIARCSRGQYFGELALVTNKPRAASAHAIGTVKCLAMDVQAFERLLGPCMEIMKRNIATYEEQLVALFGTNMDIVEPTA
Cardiac RTF inh – cardiac RTF calcium desensitization | P19429+P45379 | IANBD-labeled cardiac RTF, Ca2+ fluorescence | inhibition, % at 7.15 µM | 340,000 tested, 0.12% active | AID 493244;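 active = inhibition above the mean inhibition of all tested compounds plus 3 SD, cut at about 17% in these data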;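 also: assay run at fixed EC70 calcium of 1.6 mM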
DAGLB inhibitor – diacylglycerol lipase beta (human) inhibition; Q8NCG7; HEK293T DAGLB membrane lysate, EnzChek fluorogenic substrate; inhibition, % at 5.17 µM; 340,000 tested, 0.059% active; in the data active = inhibition above about 34%;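 also: 0% = enzyme with vehicle and 100% = wells lacking enzyme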
The depositor's hits bear a star; ? = inconclusive; nt = not tested or not shown. Outcome played no part in choosing rows; about 2.1% have a hit in one of these screens.

Every second line gives: Cardiac RTF inh, PvdQ inh, DAGLB inhibitor, SR-BI DiI inh, NSD2 inh, SR-BI DiI-HDL act, Keap1 Nrf2 FP, PKA-R2B act, C-LANA FP, Arr AP2 block
Cc1ccc(S(=O)(=O)/N=C(\c2ccccc2)N(C)S(=O)(=O)c2ccc(C)cc2)cc1
→ 11, -9, -4, -14, 0, 14, -3, 5, -3.1, -1
CCOc1ccc(NC(=S)N2CCN(S(=O)(=O)c3ccccc3)CC2)cc1
→ -5, 3, 0, -8, 0, nt, 0, 8, 1.0, 58*
COc1cc(OC)c(C(=O)Nc2cccc(C(C)=O)c2)cc1OC
→ -2, -11, -3, 43, -1, -43, 0, -4, 1.3, 3
Cc1ccccc1OCC(=O)Nc1ccc2c(c1)COC2=O
→ -1, -18, -1, -14, -1, 14, -2, -4, -0.7, 3
CN(CC(=O)NCc1ccncc1)S(=O)(=O)c1ccc(Cl)cc1
→ -3, -19, 0, -20, -5, 20, -3, -10, 1.7, -2
Nc1c(C(=O)Nc2ccc3c(c2)OCCO3)nnn1Cc1ccc(Cl)cc1
→ 9, -16, 1, 9, -2, -9, 0, 1, 2.0, -6
CCOC(=O)[C@@H]1[C@H]2COc3ccc(Br)cc3[C@@H]2N2C(=O)N(c3ccccc3)C(=O)[C@@]12C
→ -12, 3, -7, -23, nt, 23, -6, 5, 1.2, -2
COc1ccc(/C=N\NC(=O)c2ccccc2)cc1COc1ccc(F)cc1
→ -11, -3, 3, 11, -3, -11, 0, -1, 0.1, 39
COc1ccc(C2(CNC(=O)C(c3ccccc3)c3ccccc3)CCOCC2)cc1OC
→ 7, -5, -3, -5, -3, 5, -2, 1, 2.3, -2
C/C(=N/NC(=O)c1ccco1)c1ccc(NC(=O)c2ccc(F)cc2)cc1
→ 0, -1, 2, 39, 0, -39, -5, -3, 0.0, 5
Cn1c(N)c(C(=O)COC(=O)CNC(=O)c2ccccc2)c(=O)n(C)c1=O
→ -7, -13, 1, -35, -1, 35, -5, 5, 2.3, -9
CCOc1cc(NC(=S)NC)c(OCC)cc1NC(=O)c1ccc(OC)cc1
→ -3, -5, -1, 82*, -2, -82, 0, -7, 2.6, 1
Oc1ccccc1C=NC(c1ccccc1)C(O)c1ccccc1 (centres undefined)
→ 8, -5, 1, 6, 3, -6, 1, 1, 0.6, -3
O=C(NCCS(=O)(=O)NC1CCCC1)c1ccc(F)cc1
→ 2, -13, 0, -10, 0, 10, -1, -3, 0.0, -10
O=C(Nc1ccno1)Nc1ccc(Cl)cc1Cl
→ -3, -9, -5, 3, -1, -3, -1, 3, -2.5, 1
COc1ccc(C)cc1NC(=O)CN(C)S(=O)(=O)c1cnc[nH]1
→ -1, -2, 1, 5, nt, -5, -3, -4, 0.2, 8
O=C(CSc1ccc(-c2cccs2)nn1)N1CCCCCC1
→ 2, -5, -1, -9, -2, 9, -4, 14, -1.0, -7
O=C(Cc1cc(=O)[nH][nH]1)N/N=C/c1cccc2ccccc12
→ -13, -8, 12, -21, -1, 21, -4, 2, 0.6, 9
COc1ccc(NC(=S)N2CCN(CCN=CC3=C(O)CC(c4ccccc4)CC3=O)CC2)cc1 (centres undefined)
→ -9, 3, -1, 38, 0, -38, 0, 1, -1.6, 46
C/C=C(\C)CN1CCN(c2cccc(C)c2C)CC1
→ -2, 5, -3, 2, -6, -2, -1, -2, -1.8, -19

Rewritten as comma-separated lines: entries from further up.
Structure,Cardiac RTF inh,PvdQ inh,DAGLB inhibitor,SR-BI DiI inh,NSD2 inh,SR-BI DiI-HDL act,Keap1 Nrf2 FP,PKA-R2B act,C-LANA FP,Arr AP2 block
CN(CC(=O)NCc1ccncc1)S(=O)(=O)c1ccc(Cl)cc1,-3,-19,0,-20,-5,20,-3,-10,1.7,-2
Nc1c(C(=O)Nc2ccc3c(c2)OCCO3)nnn1Cc1ccc(Cl)cc1,9,-16,1,9,-2,-9,0,1,2.0,-6
CCOC(=O)[C@@H]1[C@H]2COc3ccc(Br)cc3[C@@H]2N2C(=O)N(c3ccccc3)C(=O)[C@@]12C,-12,3,-7,-23,nt,23,-6,5,1.2,-2
COc1ccc(/C=N\NC(=O)c2ccccc2)cc1COc1ccc(F)cc1,-11,-3,3,11,-3,-11,0,-1,0.1,39
COc1ccc(C2(CNC(=O)C(c3ccccc3)c3ccccc3)CCOCC2)cc1OC,7,-5,-3,-5,-3,5,-2,1,2.3,-2
C/C(=N/NC(=O)c1ccco1)c1ccc(NC(=O)c2ccc(F)cc2)cc1,0,-1,2,39,0,-39,-5,-3,0.0,5
Cn1c(N)c(C(=O)COC(=O)CNC(=O)c2ccccc2)c(=O)n(C)c1=O,-7,-13,1,-35,-1,35,-5,5,2.3,-9
CCOc1cc(NC(=S)NC)c(OCC)cc1NC(=O)c1ccc(OC)cc1,-3,-5,-1,82*,-2,-82,0,-7,2.6,1
Oc1ccccc1C=NC(c1ccccc1)C(O)c1ccccc1 (centres undefined),8,-5,1,6,3,-6,1,1,0.6,-3

Next section:
Every second line gives: Cardiac RTF inh, PvdQ inh, DAGLB inhibitor, SR-BI DiI inh, NSD2 inh, SR-BI DiI-HDL act, Keap1 Nrf2 FP, PKA-R2B act, C-LANA FP, Arr AP2 block
CN(C(=O)C1CCC1C(=O)O)c1nc(-c2ccc(Cl)s2)cs1 (centres undefined)
→ -4, -17, 4, -13, -1, 13, -6, -5, 0.3, 5
COc1ccccc1N1CCN(S(=O)(=O)CCNC(=O)C2CCCC2)CC1
→ -13, 12, -1, -18, -1, 18, -3, -7, 1.6, 17
O=C(CCCOc1ccc(Cl)cc1)Nc1nncs1
→ 8, 1, 0, 8, -3, -8, 2, -3, -0.3, 14
Cc1cccc(C)c1NC(=O)COn1nnc2ccc(C(F)(F)F)cc21
→ -1, -28, 1, 2, -2, -2, -3, -2, -0.9, -13
O=C(c1cccs1)N1CCN(Cc2ccccc2)CC1
→ -9, -4, -2, -15, -2, 15, -6, 5, -0.2, 29
Cc1c(C=Nc2ccc(S(=O)(=O)N(C)C)cc2)c(O)[nH]c(=O)c1C#N
→ -8, -4, -4, 5, -2, -5, -2, 4, 46, 41
Cc1ccc(NC(=O)CSc2nc(N)cc(=O)[nH]2)cc1Cl
→ 4, -11, 2, -10, -7, 10, -3, -2, 1.9, 10
COc1ccc(CCNC(=O)C(=O)Nc2ccc3nc4n(c(=O)c3c2)CCCCC4)cc1OC
→ -14, -1, 1, 68, 2, -68, 1, 3, 1.6, -11
Fc1ccc(CN2CCC(Cc3ccccc3)CC2)cc1F
→ -9, 1, -7, 8, -8, -8, -3, 12, -0.5, -7
CC(=O)N1c2ccc(S(=O)(=O)N(C)Cc3ccccc3)cc2CC1C (centres undefined)
→ 3, -11, -2, 11, 4, -11, -4, 2, 0.7, -6
COc1cc(OC)cc(-c2cc(N)n(S(=O)(=O)Cc3ccccc3)n2)c1
→ -8, -8, -6, 21, nt, -21, -5, -8, 0.6, 8
O=C(CN(C(=O)CNC(=O)c1ccco1)c1ccc(F)cc1)NC1CCCCC1
→ 3, -8, 2, -9, 10, 9, -4, -1, 0.7, 3
Cc1ccc(C)c2[nH]c(=O)c(CCNC(=O)c3ccco3)cc12
→ -6, -12, 2, -7, -2, 7, 6, -7, -0.8, 3
C=CCn1cnc2c(nnn2-c2ccc(Cl)cc2)c1=O
→ -1, -4, -1, -8, -1, 8, -1, 1, -4.2, -9
O=C(c1ccco1)c1nnn(Cc2ccccc2)c1-c1ccccc1
→ 2, 16, -8, -2, 1, 2, -5, -1, -1.0, 16
Cc1ccc(-c2ccc(C(=O)NCc3ccc(Cl)cc3)o2)c2ccccc12
→ -14, -5, -4, -2, nt, 2, -8, -1, 0.7, 1
O=C(Nc1ccc(N2CCCCC2)c(Cl)c1)c1ccc2c(c1)OCCO2
→ -4, -12, -3, 43, 0, -43, -3, -12, -0.9, 8
Cc1ccc(S(=O)(=O)NC(CC(C)C)C(=O)Nc2ccncc2)cc1 (centres undefined)
→ -6, -6, 0, -9, -1, 9, 6, 10, -0.7, 22
CSc1ccc(Cl)c(C(=O)N(C)CC(=O)Nc2ccc(N3CCOCC3)cc2)c1
→ -14, -13, 0, -9, -8, 9, -5, -8, 0.1, -13
C/C(=N/NC(=O)CSc1nc2ccccc2n1C)c1ccco1
→ 1, 5, -4, 3, 2, -3, -1, -7, -1.1, 51
Cc1ccc(C(=O)C2=C(O)C(=O)N(Cc3cccnc3)C2c2ccc(Cl)cc2)o1 (centres undefined)
→ -13, 2, -2, nt, -7, nt, 0, 5, 1.1, 10
CC(=O)Nc1ccc(S(=O)(=O)NCc2nnnn2-c2ccc(Cl)cc2)cc1
→ -11, 20, -1, -17, 2, 17, -2, -4, -1.1, 32
Cc1cc(C=O)c(C)n1-c1ccc(Oc2ccc([N+](=O)[O-])cn2)cc1
→ -20, -16, 1, -4, 0, 4, -1, -12, 0.5, 5
COc1cc(CC(=O)N(C)CC(=O)Nc2ccc(Cl)c(C(F)(F)F)c2)cc(OC)c1OC
→ -10, -14, -2, 40, 14, -40, -3, -9, -1.5, -19
CCN(CC)C(=O)CSc1nnc(-c2ccc(O)cc2)n1CC1CCCO1 (centres undefined)
→ -5, -13, 2, -18, 8, 18, -5, 0, -0.1, -4
CCOC(=O)C1=C(O)/C(=C/c2cc(OC)c(OC)c(OC)c2)N=C1C
→ 2, -9, 1, 3, 7, -3, -2, 15, 1.1, 0
CC(C)CNC(=O)N1c2ccccc2Sc2ccccc21
→ -2, -16, -6, -157, -2, ?, 3, -3, -1.7, -2
CC(=O)Nc1nc(C)c(CCC2OCCO2)c(=O)[nH]1
→ -5, -1, 2, -31, -3, 31, -10, -12, 3.4, 12
Cc1ccc(S(=O)(=O)N(CC(=O)Nc2cccc(N(C)S(C)(=O)=O)c2)c2ccc(Cl)c(Cl)c2)cc1
→ -1, 5, -1, 34, 0, -34, 0, 9, 0.2, 27
CC(=O)NC1CC2CCC(C1)N2Cc1ccc(C)cc1 (centres undefined)
→ 0, 8, -2, -29, 0, 29, -3, 1, 0.1, 13
COc1ccc(S(=O)(=O)N2CCOCC2)cc1C(=O)N(C)Cc1ccccc1F
→ -4, -7, -1, -16, -1, 16, -6, -6, -1.5, -3
CCn1c(CC(=O)Nc2ccc(C)cc2)nnc1SCC(=O)NCCc1ccccc1
→ -8, -13, -1, -23, -2, 23, -3, 16, -0.4, 12
C=C(C)COc1ccc(-c2[nH]ncc2Oc2ccccc2OC)c(O)c1
→ -4, -12, -5, 39, 5, -39, -6, -14, -0.2, 6

Source: PubChem BioAssay (several laboratories)
